Source: PubChem
KCNK9 block – human KCNK9 channel inhibition | Q9NPC2 | HEK293 KCNK9, FluxOR thallium flux fluorescence; hits give low values | B-score at 10 µM | actives 1.2% (n = 310,000) | AID 488922;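 active means ratio B-score over 3 SD below the library mean, with starting fluorescence within 5 SD of its mean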;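 further: negative B-score means less thallium flux so channel inhibition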
Dyrk1A ADPGlo – Dyrk1A (rat) kinase inhibition; Q63470; ADP-Glo luminescence, NFATc1 peptide; inhibition, % at 12.5 µM; actives 0.43% (n = 310,000); in the data active means inhibition above about 50%;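 further: plate controls were vehicle with enzyme for no effect and no enzyme for full effect; many of its hits are not listed in these tables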
KCNK3 block – human KCNK3 channel inhibition, primary screen. O14649. CHO-KCNK3 thallium flux, FluxOR fluorescence; hits give low values. B-score at 10 µM. actives 0.84% (n = 340,000). AID 602410;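 active means B-score under library mean minus 4 SD, starting fluorescence ratio at most library mean plus 5 SD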;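 further: more negative B-score means stronger inhibition of thallium flux through KCNK3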
KCNQ1 pot – potentiators or activators of human KCNQ1 potassium channel. AID 2648. actives 0.35% (n = 310,000). B-score at 10 µM. CHO-K1 KCNQ1, thallium flux FluxOR fluorescence; hits give high values. P51787;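 active means fluorescence ratio B-score, a plate-corrected score, at least three library SD, with initial intensity B-score within 5 SD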
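Medium – assay buffer, equal DMSO in all wells · Material – CHO-K1 cell line with stable KCNQ1 potassium channel expression · Signal – kinetic FluxOR thallium fluorescence, 10-s 1-Hz baseline, 110-s post-stimulus read · Compound – single concentration per compound, DMSO matched to controls · Schedule – 37 °C overnight plating, 90-min dark dye load, 20-min compound pretreatment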
PolyA inhibitor – inhibitors of polyadenylation in S. cerevisiae; AID 1875; S. cerevisiae SKY197-pL101 polyadenylation reporter, beta-gal luminescence; efflux-impaired pdr1/pdr3 knockout yeast; score 100 = 6 SD above DMSO; actives 0.02% (n = 300,000); calls only at 12 µM;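 active means lowest replicate activity score at least 50, where 100 means six control SD above control mean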;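 further: yeast exposed to compound for 9 h at 30 °C; higher score means more reporter readthrough which indicates perturbed polyadenylation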
hERG rescue – shields human hERG channel from block by proarrhythmic agents; Q12809; CHO-hERG, FluxOR thallium flux, dofetilide IC70 present; activation (rescue from dofetilide block), less the hit threshold, % at 10 µM; actives 0.51% (n = 310,000); AID 1511;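 active means activation above the mean of controls blocked by dofetilide plus 5 SD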;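 further: thallium influx through hERG after potassium depolarization seen as dye fluorescence rise; in these data hits start at about 4.7%; inactives centre near -7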
Target sequence (Q12809 whole entry, looked up): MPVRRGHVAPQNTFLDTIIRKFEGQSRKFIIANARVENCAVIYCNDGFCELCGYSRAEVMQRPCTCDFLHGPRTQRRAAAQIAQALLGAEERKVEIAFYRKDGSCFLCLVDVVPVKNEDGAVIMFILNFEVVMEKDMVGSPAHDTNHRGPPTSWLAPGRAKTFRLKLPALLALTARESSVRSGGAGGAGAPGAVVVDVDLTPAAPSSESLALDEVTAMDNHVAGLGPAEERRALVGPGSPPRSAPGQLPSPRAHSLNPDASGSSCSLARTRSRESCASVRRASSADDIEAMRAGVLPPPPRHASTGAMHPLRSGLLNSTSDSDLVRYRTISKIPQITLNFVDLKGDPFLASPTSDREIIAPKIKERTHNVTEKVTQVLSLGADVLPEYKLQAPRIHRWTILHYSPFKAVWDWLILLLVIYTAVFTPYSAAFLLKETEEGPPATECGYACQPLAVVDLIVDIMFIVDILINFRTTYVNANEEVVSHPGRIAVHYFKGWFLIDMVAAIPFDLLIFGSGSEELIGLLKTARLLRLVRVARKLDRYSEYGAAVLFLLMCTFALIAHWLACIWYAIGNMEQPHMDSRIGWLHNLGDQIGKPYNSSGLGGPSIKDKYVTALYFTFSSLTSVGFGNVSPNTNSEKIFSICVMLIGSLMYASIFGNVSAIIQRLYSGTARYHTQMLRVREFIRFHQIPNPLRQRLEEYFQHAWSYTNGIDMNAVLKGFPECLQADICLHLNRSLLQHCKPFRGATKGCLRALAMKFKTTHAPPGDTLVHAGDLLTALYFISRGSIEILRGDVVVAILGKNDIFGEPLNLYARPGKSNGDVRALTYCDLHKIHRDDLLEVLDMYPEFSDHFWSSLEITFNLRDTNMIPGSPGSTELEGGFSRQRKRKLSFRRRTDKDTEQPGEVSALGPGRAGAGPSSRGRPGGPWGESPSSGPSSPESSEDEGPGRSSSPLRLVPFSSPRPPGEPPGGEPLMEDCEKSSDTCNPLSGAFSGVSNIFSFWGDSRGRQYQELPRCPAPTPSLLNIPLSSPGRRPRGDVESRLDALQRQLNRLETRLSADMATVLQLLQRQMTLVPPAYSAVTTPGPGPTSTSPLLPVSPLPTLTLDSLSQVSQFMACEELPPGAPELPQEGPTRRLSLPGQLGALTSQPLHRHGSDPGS
GSK3B inh – blocks human GSK3beta kinase activity; P49841; GST-GSK3beta kinase, ADP-Glo luminescence, 60 min; hits give low values; activity score (negative = inhibition), % at 10 µM; actives 0.038% (n = 300,000); AID 2097;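 active means more than half of replicate wells score below -50%, meaning over 50% inhibition versus plate controls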;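 further: 0% = median DMSO wells and -100% = median GW8510 positive control wells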
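Assay system: GST-fused GSK3beta enzyme, cell-free / Medium: Tris pH 7.5 buffer with MgCl2, DTT, BSA, heparin / Also added: peptide substrate plus 25 µM ATP (final) / Compound: 10 µM single point / Timing: kinase reaction with compound 60 min at room temperature / Detection: ADP-Glo luminescence / Benchmarks: DMSO neutral wells and GW8510 at 20 µM as positive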
RGS4 block – inhibitors of human RGS4 | actives 0.45% (n = 310,000) | HEK293 M3R/RGS4 inducible, Fluo-4 calcium flux; hits give high values; triggered by carbachol at its EC20 | B-score at 10 µM;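 active means B-score, a plate-corrected calcium signal, over three deviations above library mean, with baseline fluorescence within five deviations of library mean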;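 further: RGS4 expression induced by doxycycline in cells with stable M3 receptor; B-score is computed from the integrated fluorescence ratio over baseline after carbachol; higher B-score means a larger calcium signal and so more RGS4 inhibition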
RGS4 act – RGS4 potentiation or activation; HEK293 M3R/inducible RGS4, carbachol calcium flux Fluo4; hits give low values; B-score at 10 µM; actives 0.92% (n = 310,000); AID 463111;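 active means B-score of the integrated calcium signal more than 4 SD below the library mean, with starting fluorescence not abnormally high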;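 further: negative B-score means reduced calcium response which marks RGS4 activation or potentiation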
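System – HEK293 FlpIn-TREx cells, stable M3R, doxycycline-inducible RGS4 · Reagent – ECmax carbachol challenge · Times – compound preincubation 20 min at room temperature before agonist · Technique – Fluo4 fluorescence kinetic imaging of calcium · Measure – B score of integrated Fluo4 ratio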
GSK3A inh – blocks human GSK-3 alpha kinase. P49840. ADP-Glo luminescence, 60 min. inhibition, % at 10 µM. actives 0.1% (n = 320,000);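 in the data active means inhibition above about 50%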;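 further: GST-tagged GSK-3 alpha with peptide substrate and 25 µM ATP; 0% = DMSO neutral wells and 100% = GW8510 positive control wells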
KCNQ1 block – blocks the human KCNQ1 potassium channel; CHO-K1 KCNQ1, FluxOR thallium flux fluorescence; hits give high values; B-score at 10 µM; actives 1.3% (n = 310,000); AID 2642;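 active means compounds whose thallium flux B-score, printed positive for inhibition, exceeds three library SD while starting fluorescence stays within three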;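 further: channel opened by potassium depolarization with thallium stimulus after 20 min compound exposure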
* marks the source's active call; other numbers are inactive results. Some of the compounds tested; count on the stated rates, not on these rows.

Results for COc1c(C(=O)N2CCCC2)ccc2ccccc12 ?
KCNK9 block: inactive; Dyrk1A ADPGlo: 0; KCNK3 block: inactive; KCNQ1 pot: inactive; PolyA inhibitor: inactive; hERG rescue: -13; GSK3B inh: 4; RGS4 block: inactive; RGS4 act: inactive; GSK3A inh: -2; KCNQ1 block: inactive

Results for CCOC(=O)C1(O)CSc2nc3sc(C(=O)O)c(C)c3c(=O)n21 (stereo not drawn) ?
KCNK9 block: inactive; Dyrk1A ADPGlo: 8; KCNK3 block: inactive; KCNQ1 pot: inactive; PolyA inhibitor: inactive; hERG rescue: -2; GSK3B inh: 0; RGS4 block: inactive; RGS4 act: inactive; GSK3A inh: 1; KCNQ1 block: inactive

How did O=C(Nc1nnc(-c2ccccc2SCc2ccccc2F)s1)Nc1ccccc1F do in these assays?
KCNK9 block: inactive; Dyrk1A ADPGlo: -10; KCNK3 block: inactive; KCNQ1 pot: inactive; PolyA inhibitor: inactive; hERG rescue: -9; GSK3B inh: 0; RGS4 block: inactive; RGS4 act: inactive; GSK3A inh: -2; KCNQ1 block: inactive

Results for O=C(COC(=O)c1ccc(Cl)nc1)NNC(=O)c1ccc(Cl)cc1 ?
KCNK9 block: inactive; Dyrk1A ADPGlo: 4; KCNK3 block: inactive; KCNQ1 pot: inactive; PolyA inhibitor: inactive; hERG rescue: -9; GSK3B inh: 1; RGS4 block: inactive; RGS4 act: inactive; GSK3A inh: -1; KCNQ1 block: inactive

What do the screens show for `O=C1c2cccc3cccc(c23)C(=O)N1CC1CCN(CC(O)COCc2ccc3c(c2)OCO3)CC1` (stereo not drawn)?
KCNK9 block: inactive; Dyrk1A ADPGlo: 6; KCNK3 block: inactive; KCNQ1 pot: inactive; PolyA inhibitor: inactive; hERG rescue: -20; GSK3B inh: -3; RGS4 block: inactive; RGS4 act: inactive; GSK3A inh: -1; KCNQ1 block: inactive

How did Cc1cc(C)c2ccc(NN)nc2c1O do in these assays?
KCNK9 block: inactive; Dyrk1A ADPGlo: 8; KCNK3 block: inactive; KCNQ1 pot: inactive; PolyA inhibitor: inactive; hERG rescue: -22; GSK3B inh: 1; RGS4 block: inactive; RGS4 act: inactive; GSK3A inh: 3; KCNQ1 block: inactive

How did CCc1nc(SCC(=O)Nc2cccc3ccccc23)[nH]c(=O)c1C do in these assays?
KCNK9 block: inactive; Dyrk1A ADPGlo: 4; KCNK3 block: inactive; KCNQ1 pot: inactive; PolyA inhibitor: inactive; hERG rescue: -3; GSK3B inh: 3; RGS4 block: inactive; RGS4 act: inactive; GSK3A inh: -2; KCNQ1 block: inactive

What do the screens show for `CC(O)CN(Cc1ccc(Cl)cc1)CC(C)O` (stereo not drawn)?
KCNK9 block: inactive; Dyrk1A ADPGlo: -1; KCNK3 block: inactive; KCNQ1 pot: inactive; PolyA inhibitor: inactive; hERG rescue: -4; GSK3B inh: 3; RGS4 block: inactive; RGS4 act: inactive; GSK3A inh: -3; KCNQ1 block: inactive

How did CC(C)[C@H](NC(=O)c1ccccc1)C(=O)N1CCc2ccccc21 do in these assays?
KCNK9 block: inactive; Dyrk1A ADPGlo: -9; KCNK3 block: inactive; KCNQ1 pot: inactive; PolyA inhibitor: inactive; hERG rescue: -4; GSK3B inh: 0; RGS4 block: inactive; RGS4 act: inactive; GSK3A inh: 0; KCNQ1 block: inactive

What do the screens show for `Cc1nc(-c2cccs2)ccc1C(=O)O`?
KCNK9 block: inactive; Dyrk1A ADPGlo: -4; KCNK3 block: inactive; KCNQ1 pot: inactive; PolyA inhibitor: inactive; hERG rescue: -13; GSK3B inh: -3; RGS4 block: inactive; RGS4 act: inactive; GSK3A inh: -3; KCNQ1 block: inactive

Results for Cc1cc2c(C)cc(=O)[nH]c2cc1NC(=O)CCl ?
KCNK9 block: inactive; Dyrk1A ADPGlo: 10; KCNK3 block: inactive; KCNQ1 pot: inactive; PolyA inhibitor: inactive; hERG rescue: -11; GSK3B inh: -2; RGS4 block: inactive; RGS4 act: inactive; GSK3A inh: 1; KCNQ1 block: inactive

What do the screens show for `CCc1cc(C(=O)OC)c(NC(=O)c2cc(Br)cs2)s1`?
KCNK9 block: inactive; Dyrk1A ADPGlo: -2; KCNK3 block: inactive; KCNQ1 pot: inactive; PolyA inhibitor: inactive; hERG rescue: -8; GSK3B inh: 8; RGS4 block: inactive; RGS4 act: inactive; GSK3A inh: 1; KCNQ1 block: inactive

What do the screens show for `O=C(COc1ccccc1)NCC(=O)N/N=C/c1ccccc1`?
KCNK9 block: inactive; Dyrk1A ADPGlo: -2; KCNK3 block: inactive; KCNQ1 pot: inactive; PolyA inhibitor: inactive; hERG rescue: -6; GSK3B inh: 0; RGS4 block: inactive; RGS4 act: inactive; GSK3A inh: 7; KCNQ1 block: inactive

How did CCCCCCCCCCOC(=O)Cn1c(COc2ccc(Cl)cc2)[n+](C)c2ccccc21 do in these assays?
KCNK9 block: -10*; Dyrk1A ADPGlo: 3; KCNK3 block: inactive; KCNQ1 pot: inactive; PolyA inhibitor: inactive; hERG rescue: -22; GSK3B inh: -15; RGS4 block: inactive; RGS4 act: inactive; GSK3A inh: 32; KCNQ1 block: inactive

What do the screens show for `COCc1cc(C)nc(Nc2ccccc2C)c1C#N`?
KCNK9 block: inactive; KCNK3 block: inactive; KCNQ1 pot: inactive; PolyA inhibitor: inactive; hERG rescue: -4; GSK3B inh: 6; RGS4 block: inactive; RGS4 act: inactive; GSK3A inh: -2; KCNQ1 block: inactive

How did CC(O)C(NC=C1C(=O)OC(C)(C)OC1=O)C(=O)O (stereo not drawn) do in these assays?
KCNK9 block: inactive; Dyrk1A ADPGlo: -3; KCNK3 block: inactive; KCNQ1 pot: inactive; PolyA inhibitor: inactive; hERG rescue: -5; GSK3B inh: -11; RGS4 block: inactive; RGS4 act: inactive; GSK3A inh: -2; KCNQ1 block: inactive

Results for O=C(O)c1ccccc1Nc1ccnc(C(F)(F)F)c1 ?
KCNK9 block: inactive; Dyrk1A ADPGlo: 2; KCNK3 block: inactive; KCNQ1 pot: inactive; PolyA inhibitor: inactive; hERG rescue: -5; GSK3B inh: 2; RGS4 block: inactive; RGS4 act: inactive; GSK3A inh: -2; KCNQ1 block: inactive

How did Cn1c(N)c(C(=O)COC(=O)CSc2ccc3ccccc3c2)c(=O)n(C)c1=O do in these assays?
KCNK9 block: inactive; Dyrk1A ADPGlo: 2; KCNK3 block: inactive; KCNQ1 pot: inactive; PolyA inhibitor: inactive; hERG rescue: -4; GSK3B inh: -2; RGS4 block: inactive; RGS4 act: inactive; GSK3A inh: -2; KCNQ1 block: inactive

How did O=C(CCCNS(=O)(=O)c1cccc2nsnc12)NC1CCCCC1 do in these assays?
KCNK9 block: inactive; Dyrk1A ADPGlo: -6; KCNK3 block: inactive; KCNQ1 pot: inactive; PolyA inhibitor: inactive; hERG rescue: -2; GSK3B inh: 0; RGS4 block: inactive; RGS4 act: inactive; GSK3A inh: 2; KCNQ1 block: inactive

Results for CCOC(=O)Cc1nn(Cc2ccccc2)c(=O)c2ccccc12 ?
KCNK9 block: inactive; Dyrk1A ADPGlo: 0; KCNK3 block: -9.9*; KCNQ1 pot: inactive; PolyA inhibitor: inactive; hERG rescue: -15; GSK3B inh: -5; RGS4 block: inactive; RGS4 act: inactive; GSK3A inh: -1; KCNQ1 block: inactive

Results for COc1ccc(-n2c(SCC3OCCO3)nc3c(sc(=S)n3-c3ccccc3)c2=O)cc1OC ?
KCNK9 block: inactive; Dyrk1A ADPGlo: 7; KCNK3 block: inactive; KCNQ1 pot: inactive; PolyA inhibitor: inactive; hERG rescue: -4; GSK3B inh: 3; RGS4 block: inactive; RGS4 act: inactive; GSK3A inh: -1; KCNQ1 block: inactive

Results for CC(C)(Oc1ccc(Cl)cc1)C(=O)NCC(c1cccs1)N1CCOCC1 (stereo not drawn) ?
KCNK9 block: inactive; Dyrk1A ADPGlo: 8; KCNK3 block: inactive; KCNQ1 pot: inactive; PolyA inhibitor: inactive; hERG rescue: -20; GSK3B inh: 1; RGS4 block: inactive; RGS4 act: inactive; GSK3A inh: 1; KCNQ1 block: inactive

How did Nc1nc2n(n1)C(=O)CC(c1ccccc1)N2 (stereo not drawn) do in these assays?
KCNK9 block: inactive; Dyrk1A ADPGlo: 5; KCNK3 block: inactive; KCNQ1 pot: inactive; PolyA inhibitor: inactive; hERG rescue: -17; GSK3B inh: -1; RGS4 block: inactive; RGS4 act: inactive; GSK3A inh: 1; KCNQ1 block: inactive

Results for O=c1oc2ccccc2c(NCCO)c1[N+](=O)[O-] ?
KCNK9 block: inactive; Dyrk1A ADPGlo: 6; KCNK3 block: inactive; KCNQ1 pot: inactive; PolyA inhibitor: inactive; hERG rescue: -20; GSK3B inh: 2; RGS4 block: inactive; RGS4 act: inactive; GSK3A inh: 1; KCNQ1 block: inactive

What do the screens show for `Cn1nnc2c[n+](CC(=O)c3ccc(Cl)cc3)cc(Br)c21`?
KCNK9 block: inactive; KCNK3 block: inactive; KCNQ1 pot: inactive; PolyA inhibitor: inactive; hERG rescue: -13; GSK3B inh: -1; RGS4 block: inactive; RGS4 act: inactive; GSK3A inh: -3; KCNQ1 block: inactive

Results for CC1CCN(CCCNC(=O)C2CC(=O)N(CCc3ccccc3)C2)CC1 (stereo not drawn) ?
KCNK9 block: inactive; Dyrk1A ADPGlo: -4; KCNK3 block: inactive; KCNQ1 pot: inactive; PolyA inhibitor: inactive; hERG rescue: -8; GSK3B inh: -1; RGS4 block: inactive; RGS4 act: inactive; GSK3A inh: 2; KCNQ1 block: inactive

Results for O=C(NNC(=S)NC(=O)c1cccs1)c1ccc(O)cc1 ?
KCNK9 block: inactive; Dyrk1A ADPGlo: 4; KCNK3 block: inactive; KCNQ1 pot: inactive; hERG rescue: -18; GSK3B inh: 0; RGS4 block: inactive; RGS4 act: inactive; KCNQ1 block: inactive
